Compound activity from PubChem.
TLR9-MyD88 inh: inhibitors of TLR9-MyD88 association in cells, primary screen, cell-based, CHO, BLA complementation, fluorescence; Toll-like receptor 9 (Homo sapiens) + Myeloid differentiation primary response protein …; inhibition, % at 4.98 µM; CCF4 FRET ratio; AID 504734, 2011; 0.21% of 340,000 active;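 active means inhibition above the mean over all tested compounds plus 3 SD, cut at about 21% in these data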;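 further: 0% = DMSO only wells and 100% = clavulanate BLA inhibitor control wells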
N-glyco inh: increase of ERlucT glycosylation luciferase signal, primary screen, N-linked glycosylation inhibitor project, D54 ERlucT cells, luminescence, set 2; reporter increase, % at 12.5 µM; 0.23% of 360,000 active; AID 588692, 2011; D54 ERlucT glycosylation luciferase reporter, 24 h; percent of 100 nM tunicamycin response;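 active means mean luciferase reporter signal, scaled so untreated is 0 and the glycosylation-blocking control 100, at or above a set limit in every replicate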;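 further: luciferase carries N-glycosylation sites so blocking glycosylation raises the light; 0% = median of neutral control wells and 100% = median of 100 nM tunicamycin wells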
NCOA2 inhibitor: inhibition of GAL4-SRC2 driven luciferase reporter, primary screen, SRC2 inhibitor project, cell-based, luminescence; HEK293 GAL4-SRC2 luciferase reporter; 0.17% of 370,000 active; AID 651957, 2012; inhibition, % at 9 µM; Nuclear receptor coactivator 2 (Homo sapiens), Q15596;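 active means inhibition above the mean inhibition of all tested compounds plus 3 SD, set per campaign, cut at about 52% in these data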;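 further: 0% = DMSO treated cells and 100% = cells given Gossypol at 36 µM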
MC4R antagonist: MC4R antagonists of cAMP signaling, primary screen, cell-based, TR-FRET, antagonist arm of biased-ligand search; Melanocortin receptor 4 (Homo sapiens), P32245; MC4R-expressing cells, MTII-stimulated cAMP, LANCE TR-FRET; inhibition, % at 6.5 µM; 0.48% of 360,000 active; AID 540295, 2011;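 active means inhibition above its plate's cutoff, the mean of tested wells on that plate plus 3 SD, cut at about 29% in these data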;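 further: 0% = Melanotan II alone and 100% = Melanotan II plus saturating MCL0020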
Target sequence (P32245 whole entry, looked up): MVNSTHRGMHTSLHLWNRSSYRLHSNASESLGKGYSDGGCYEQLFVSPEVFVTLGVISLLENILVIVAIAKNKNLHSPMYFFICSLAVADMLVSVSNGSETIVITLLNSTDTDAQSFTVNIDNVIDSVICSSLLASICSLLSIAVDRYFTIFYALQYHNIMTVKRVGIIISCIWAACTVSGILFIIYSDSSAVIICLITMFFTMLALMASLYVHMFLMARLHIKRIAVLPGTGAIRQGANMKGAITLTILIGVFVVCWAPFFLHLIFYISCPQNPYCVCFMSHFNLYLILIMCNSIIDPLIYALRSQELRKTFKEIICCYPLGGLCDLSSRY
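System: U2OS-MC4R stable cell line; Technique: Eu-cAMP/anti-cAMP TR-FRET, emission 671 nm; Repeats: single well per compound; Also added: Melanotan II; Dosing: one concentration, 6.5 µM nominal; Schedule: 30-min compound, 1-h challenge, 1-h detection, room temperature.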
NOD2 RIPK2 PPI: NOD2-RIPK2 binding disruptors in cells, primary screen, fluorescence, CHO cells, BLA complementation; Receptor-interacting serine/threonine-protein kinase 2 (Homo sapiens), O43353; CCF4 ratio; inhibition, % at 4.98 µM; 0.38% of 360,000 active; AID 624267, 2012; in the data active means inhibition above about 21%;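 further: 0% = vehicle only and 100% = reference blocker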
ABHD5-PLIN5 inh: ABHD5-PLIN5 interaction inhibitors, primary screen, cell lysate, split luciferase complementation, luminescence; Split G. princeps luciferase complementation, 4 h; inhibition, % at 4 µM; 0.78% of 360,000 active; AID 602281, 2012;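 active means inhibition above the mean inhibition across every tested compound plus 3 SD, cut at about 22% in these data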;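 further: 0% = DMSO only wells and the 100% control is not disclosed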
m5-HT2A agonist: mouse Htr2a agonists via beta-arrestin recruitment, primary screen, cell-based, luminescence | 5-hydroxytryptamine receptor 2A (Mus musculus), P35363 | CHO-K1 mHTR2A beta-arrestin complementation; percent of 30 µM serotonin response | activation, % at 7.6 µM | 0.66% of 360,000 active | AID 624169, 2012;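 active means activation above a run cutoff, the mean activation of all tested compounds plus 3 SD, cut at about 14% in these data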;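 further: 0% = plate median of compound wells and 100% = 30 µM serotonin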
Target sequence (P35363 whole entry, looked up): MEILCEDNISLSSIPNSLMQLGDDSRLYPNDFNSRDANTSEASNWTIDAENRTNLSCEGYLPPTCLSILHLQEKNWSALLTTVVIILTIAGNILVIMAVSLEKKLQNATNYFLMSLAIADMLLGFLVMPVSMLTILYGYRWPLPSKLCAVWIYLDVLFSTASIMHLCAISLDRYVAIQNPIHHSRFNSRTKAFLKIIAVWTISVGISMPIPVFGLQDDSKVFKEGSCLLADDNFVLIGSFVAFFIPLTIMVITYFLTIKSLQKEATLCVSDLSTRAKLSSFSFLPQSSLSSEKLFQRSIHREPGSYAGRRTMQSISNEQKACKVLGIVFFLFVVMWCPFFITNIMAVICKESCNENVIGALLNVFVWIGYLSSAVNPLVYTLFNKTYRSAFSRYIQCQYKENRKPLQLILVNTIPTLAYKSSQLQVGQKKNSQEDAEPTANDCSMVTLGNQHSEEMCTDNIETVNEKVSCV
ABCB6 inh 2: ABCB6 transporter inhibitors, primary screen, K562-ABCB6 cells, flow cytometry, MLPCN library | 0.19% of 360,000 active | K562-ABCB6 porphyrin accumulation, 1 h; stronger effect = lower value | AID 602162, 2011 | fluorescence ratio to DMSO, % at 10 µM | ATP-binding cassette sub-family B member 6 (Homo sapiens), Q9NP58;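 active means fluorescence ratio to DMSO below 75%, the collection mean minus 3 SD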;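 further: signal is porphyrin accumulated inside mitochondria; 100% equals median channel fluorescence of DMSO control wells; lower ratio means ABCB6 inhibition with less porphyrin fluorescence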
MC4R ag barr: MC4R agonists recruiting beta-arrestin, primary screen, cell-based, luminescence, agonist arm of biased-ligand search | U2OS MC4R beta-arrestin complementation; percent of melanotan II response, DMSO zero | activation, % at 8.9 µM | Melanocortin receptor 4 (Homo sapiens), P32245 | 0.98% of 360,000 active;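 active means activation above a per-plate cutoff, the mean activation of sample wells on that plate plus 3 SD, cut at about 8% in these data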
H9c2 protect: cardioprotection against H2O2-induced cell death, primary screen, uHTS, H9c2 cells, ATPLite luminescence; H9c2 cardiomyocytes, H2O2 injury protection, 2 h; protection from H2O2 cell death, % at 20 µM; 0.63% of 360,000 active; AID 588492, 2011;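 active means compounds giving at least 50% protection of heart cells from peroxide-induced death in the single-dose screen, raw or plate-pattern-corrected value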;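 further: 0% = DMSO wells with peroxide and 100% = DMSO wells without peroxide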
* = called active by the depositor; . = not tested or not shown. Some of the compounds tested; the hit share may differ from the screen's.

Results follow in this order: TLR9-MyD88 inh	N-glyco inh	NCOA2 inhibitor	MC4R antagonist	NOD2 RIPK2 PPI	ABHD5-PLIN5 inh	m5-HT2A agonist	ABCB6 inh 2	MC4R ag barr	H9c2 protect
- O=C(Nc1ccc(S(=O)(=O)NC2=NCCCCC2)cc1)c1ccc(=O)[nH]c1
  9.2	-0.1	-0.1	11.5	-2.7	-5.8	-3.1	100.0	1.9	2.7
- CCOC(=O)N1CCN(c2cc(=O)n(-c3ccc(Br)cc3)c(=O)[nH]2)CC1
  -4.1	0.4	-3.3	0.8	-5.2	12.0	-3.5	97.0	-0.5	-7.7
- Cc1cccc(NC(=S)NCc2ccccn2)c1
  -5.7	1.1	-11.3	9.7	3.9	-5.0	-3.0	104.0	-0.9	-8.4
- CCOC(=O)C(NC(=O)CC)(Nc1ccccc1)C(F)(F)F (stereo not given)
  3.9	3.3	-12.1	1.7	4.3	0.9	0.4	101.0	-1.6	1.1
- CCCCNC(=O)Cn1c(-c2ccc(OC)cc2)noc1=O
  1.9	1.0	-1.9	12.1	-5.5	-2.4	2.8	102.0	3.7	2.6
- COc1ccc(NC2=Nc3cccc4cccc2c34)cc1OC
  -1.4	0.4	5.7	-3.9	-2.5	3.3	-5.1	97.0	-2.0	23.5
- CN(C)S(=O)(=O)c1ccc(N2CCCC2)c(C(=O)Nc2ccccc2F)c1
  -5.0	4.1	-2.8	5.1	2.9	2.1	-4.4	101.0	-1.2	7.6
- Cn1cc(CCCC(=O)NCc2ccccc2)c2ccccc21
  0.4	0.6	-0.7	0.8	-1.4	3.1	0.7	103.0	-2.6	3.6
- CCCOc1ccc(/C(O)=C2/C(=O)C(=O)N(CCCn3ccnc3)C2c2cccnc2)cc1 (stereo not given)
  .	1.5	-7.3	3.1	-3.2	3.9	2.0	99.0	-1.3	4.3
- CC1CC(C)CN(S(=O)(=O)CCNC(=O)c2ccc3c(c2)OCO3)C1 (stereo not given)
  1.0	-1.3	-11.5	-1.9	9.9	-0.1	2.6	93.0	-2.9	-0.9
- CC(=O)c1cccc(N(C(=O)CNC(=O)c2cccs2)C(C(=O)NCC2CCCO2)c2ccccc2)c1 (stereo not given)
  5.0	2.2	23.9	-0.3	1.2	10.8	-4.3	107.0	-2.1	-5.4
- Nc1[nH]c(C(=O)c2ccccc2)c(-c2ccc(Cl)cc2)c1C(=O)NCCc1c[nH]c2ccccc12
  .	.	-21.1	.	-0.2	-8.5	7.5	102.0	.	.
- CCOc1ccc(C2C(C(=O)OC)=CN(C(C)c3ccccc3)C=C2C(=O)OC)cc1 (stereo not given)
  -17.2	-5.4	-23.5	10.1	-0.2	2.5	-5.1	83.0	-0.6	1.0
- CCCC1NC(=O)NC(C)=C1C(=O)OCC (stereo not given)
  -0.8	1.4	19.6	1.1	-1.9	1.0	1.4	95.0	-0.8	2.2
- C[C@@H]1CN([C@H](C)CO)C(=O)CCCn2nncc2CO[C@H]1CN(C)S(=O)(=O)c1ccccc1
  -13.8	-1.6	-5.5	-4.2	2.2	2.4	2.4	97.0	0.3	-0.1
- CCN1CCN(C(=O)c2ccc3c(c2)N(Cc2ccccc2F)C(=O)c2ccccc2S3(=O)=O)CC1
  -0.7	-2.2	-14.3	2.5	1.2	-4.8	-7.0	98.0	-2.8	1.4
- O=C(NCCCn1ccnc1)Nc1ccc(Cl)c(Cl)c1
  -3.4	0.2	0.5	4.2	8.4	3.0	-5.6	98.0	-3.2	-7.8
- C[C@H]1CCC/C=C/[C@@H]2C[C@H](O)C[C@H]2[C@H](O)[C@H](S(=O)c2ccc(O)cc2)CC(=O)O1 (stereo not given in full)
  -5.2	0.3	-29.5	17.5	-6.9	-47.1	0.2	93.0	-2.6	6.3
- Cc1cc(C)c(NC(=O)CS(=O)CC(=O)NCCCc2ccccc2)c(C)c1 (stereo not given)
  -5.5	2.3	4.9	-0.3	6.3	-6.6	-5.4	85.0	-1.7	5.5
- Cc1cc(C)c(C(=O)Nc2ccc(Br)c(C(F)(F)F)c2)c(C)c1
  2.2	-1.6	7.2	1.2	3.6	-8.9	2.8	93.0	4.6	-27.4

The list goes on.
Results follow in this order: TLR9-MyD88 inh	N-glyco inh	NCOA2 inhibitor	MC4R antagonist	NOD2 RIPK2 PPI	ABHD5-PLIN5 inh	m5-HT2A agonist	ABCB6 inh 2	MC4R ag barr	H9c2 protect
- Cc1nn(C(C)C(=O)NCCCN2CCCCCC2)c(=O)c2c1sc1ccccc12 (stereo not given)
  -7.8	0.5	-31.0	12.4	-6.1	-1.9	2.7	103.0	-2.9	0.0
- CCc1nc2oc3ccc(C)cc3c(=O)c2cc1C(=O)OC
  5.0	-3.3	-10.9	10.4	0.6	8.3	2.5	101.0	-1.0	-5.3
- CCCCOC(=O)Nc1ccc(N(C)C)cc1
  -6.1	-8.4	-40.9	7.3	1.8	2.1	1.8	100.0	-0.1	-12.2
- COc1cccc(NS(=O)(=O)c2cn(C)c(=O)n(C)c2=O)c1
  -5.6	-0.4	9.3	1.7	-9.0	2.8	-1.0	99.0	0.0	8.0
- O=S(=O)(Nc1ncnc2sc3c(c12)CCC3)c1cc(F)ccc1F
  -5.9	0.3	3.7	14.2	-7.5	3.7	2.9	103.0	2.9	8.4
- CCn1c2ccccc2c2nnc(SCC(=O)NCc3cccs3)nc21
  -1.8	2.3	2.0	3.1	-6.3	2.8	-0.1	99.0	-1.2	21.5
- O=C(Nc1ccc(Br)cc1)Nc1cnccn1
  5.4	-0.9	-25.4	-3.6	-1.4	-13.1	-6.1	91.0	-2.0	-2.8
- O=C(/C=C/c1ccc2c(c1)OCO2)N1CCCCC1
  5.1	-2.5	-68.4	-4.0	2.7	-0.8	-0.2	101.0	-2.2	-7.8
- COC(=O)COc1ccc(-c2ccccc2)cc1C=O
  -7.6	2.9	-11.3	-15.7	-4.8	2.2	-3.5	97.0	-3.2	-4.7
- CC(C)Oc1ccc(/C(O)=C2/C(=O)C(=O)N(CCN(C)C)C2c2cccs2)cc1 (stereo not given)
  0.9	1.6	-15.0	4.1	-7.8	0.0	-1.1	115.0	-1.8	3.3
- Cc1nc2ncnn2c(C)c1CCC(=O)NC(C)CCc1ccco1 (stereo not given)
  0.2	-1.0	7.0	3.2	-0.7	6.3	-2.2	90.0	-0.8	3.5
- Cc1nn(CC(=O)NCc2ccc(-n3cccn3)cc2)c(C)c1[N+](=O)[O-]
  0.5	-0.5	-5.2	17.3	-3.4	3.8	-2.4	103.0	-0.1	11.0
- CC1CN(C(=O)CSc2nnc(-c3cccs3)n2N)CC(C)O1 (stereo not given)
  4.2	1.8	7.1	-2.8	-0.2	6.7	-0.6	93.0	-2.0	11.8
- CCNC(=O)c1sc(=S)n(-c2ccc(C)cc2)c1N
  -0.5	-0.6	3.4	-1.8	-9.5	2.8	1.6	95.0	-1.8	-0.5
- CCCCC1=CC2=C(c3ccco3)C(=O)C(C)(OC(=O)c3ccc(OC)cc3)C(=O)C2=CN1C1CCCCC1 (stereo not given)
  0.6	3.1	.	1.9	-10.0	5.0	2.9	100.0	-0.6	6.5
- CCC(NC(=O)NC1=NCCS1)(C(F)(F)F)C(F)(F)F
  -0.9	2.0	-7.2	1.6	3.0	-4.6	-2.3	82.0	-2.3	0.9
- CCN(CC)C(=O)[C@H]1CC(CC(=O)NCc2ccco2)C(=O)N2CCc3c([nH]c4ccccc34)[C@]12C (stereo not given in full)
  6.8	0.9	-23.8	-1.2	-1.9	-6.1	4.1	91.0	1.4	-5.6
- Cc1ccc(C(=O)NNC(=O)CCOc2cccc(C)c2)cc1
  -3.5	1.1	-15.4	7.2	-10.0	-0.9	-11.5	101.0	-0.1	3.4
- CC1(C)CC(=O)C(=Cc2cn(-c3ccccc3)nc2-c2ccc(Cl)cc2)C(=O)C1
  5.0	11.4	-14.4	11.8	-2.5	7.3	-1.5	97.0	-0.6	-34.2
- CCn1cc(CNC(=S)Nc2cccc3ccccc23)cn1
  -2.2	2.6	-8.3	3.7	-2.5	-0.4	2.5	96.0	0.3	-2.0

Carrying on:
Results follow in this order: TLR9-MyD88 inh	N-glyco inh	NCOA2 inhibitor	MC4R antagonist	NOD2 RIPK2 PPI	ABHD5-PLIN5 inh	m5-HT2A agonist	ABCB6 inh 2	MC4R ag barr	H9c2 protect
- CC(C)=CCC/C(C)=C/CNC(=O)C[C@H]1C[C@H](C(=O)N2CCOCC2)[C@@]2(CCC3CCCC3)c3[nH]c4cc(-c5ccco5)ccc4c3CCN2C1=O
  -3.5	-3.2	-11.9	12.8	4.3	8.2	11.4	100.0	-0.4	-25.9
- O=C(O)CCN1C(=O)/C(=C/c2cn(-c3ccccc3)nc2-c2cccs2)SC1=S
  1.1	0.9	-3.1	9.4	-2.8	-2.2	1.9	102.0	26.5*	6.9
- O=C(c1nc2ccccn2c1CNCCn1ccc2ccccc21)N1CCOCC1
  6.4	0.5	-6.0	32.5*	-11.0	2.5	3.8	101.0	3.8	10.3
- COc1ccccc1NC(=O)CSc1nc(SC)ns1
  -1.6	1.6	-38.9	-4.4	-8.9	-1.6	-2.5	180.0	-0.2	0.2
- Cc1nnc2ccc(N3CCCCC3)nn12
  7.8	5.5	4.5	8.5	4.8	-8.1	1.7	103.0	0.3	7.7
- Cc1nc(C(=O)NCC(=O)c2ccccc2)c(C(F)(F)F)o1
  -10.2	1.7	-8.9	8.2	-21.0	5.9	5.0	99.0	0.9	3.1
- Cc1ccc2cccc(OCCCOc3ccccc3F)c2n1
  -7.2	-4.4	-8.5	3.2	-11.7	0.9	-13.0	97.0	0.2	8.1
- CN1CCN(C2CN(Cc3cn(Cc4cccc(Cl)c4)nn3)S(=O)(=O)C2)CC1 (stereo not given)
  .	.	2.1	.	-0.2	-0.2	-2.7	94.0	.	.
- COc1cc(/C=N/NC(=O)Cn2cnc3ccccc3c2=O)ccc1O
  -1.7	1.0	2.6	4.5	-5.2	0.5	-0.2	96.0	-0.6	-0.8
- O=C(Nc1ccc2ccccc2c1)c1cn(-c2ccccc2)nc1-c1cccs1
  -6.3	4.1	-39.2	-3.6	-4.5	-1.2	-0.7	99.0	1.0	-6.2
- Cn1c2ccccc2c(=O)c2ccc(NCc3ccc4c(c3)OCO4)cc21
  -1.1	9.4	-26.7	-1.2	1.3	-16.8	-3.2	102.0	-2.4	71.4*
